# LYP inhibition – inhibitors of LYP phosphatase, biochemical, fluorescence intensity, uHTS (AID 1779); recombinant LYP phosphatase, fluorescence intensity; higher % means a stronger effect; 290,000 tested, 0.054% active; Tyrosine-protein phosphatase non-receptor type 22 (Homo sapiens); inhibition, % at 11.5 µM, or IC50 in µM where a hit was titrated; in the data active means inhibition above about 50%;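 further: plate controls were vehicle with enzyme for no effect and no enzyme for full effect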
# WT yeast gro inh – growth inhibition of WT strain, primary screen, mitochondrial fusion inhibitor project, WT and mutant strains, chemical genetic. mitochondrial fusion phenotypic screen. inhibition, % at 10 µM. 190,000 tested, 2.1% active. AID 1362, 2008; in the data active means inhibition above about 58%; tested in S. cerevisiae
# NS5 inhibitors – Dengue-2 NS5 methyltransferase inhibitors, primary screen, biochemical, confirmation dose response (AID 588689); Dengue-2 NS5 methyltransferase capping enzyme assay, biochemical; higher % means a stronger effect; one-dose inhibition, % at 25 µM; IC50 in µM for titrated hits; 340,000 tested, 0.3% active; in the data active means a potency from the dose series; inconclusive means inhibition above about 29% without an active follow-up result
# GPR35 arrestin U2OS – GPR35 antagonists blocking zaprinast-driven arrestin recruitment, primary screen, imaging, U2OS, beta-arrestin-GFP, zaprinast agonist (AID 2058); inhibition, % at 10 µM; hits with a dose series show IC50 in µM; G-protein coupled receptor 35 (Homo sapiens); 290,000 tested, 0.052% active; U2OS GPR35 beta-arrestin-GFP translocation imaging, zaprinast antagonism; higher % means a stronger effect;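 active means inhibition of at least 50% with at least 30 cells and total cytoplasm GFP at most 10,000,000; inconclusive means under 30 cells or total GFP of 10,000,000 plus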
# K1F lysis inhibition – inhibition of K1F phage lysis, E. coli UTI89, bacterial capsule biogenesis inhibitors, alamar blue (AID 488966); E. coli UTI89 K1F phage lysis, alamar blue, 2 h; higher % means a stronger effect; inhibition, % at 100 µM; hits with a dose series show IC50 in µM; 340,000 tested, 0.02% active;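 active means phage lysis inhibition, versus mean bacterial control, above a set limit; inconclusive means no clear call, values can overlap the other calls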;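 further: capsule biogenesis inhibitors block K1F phage lysis so surviving cells raise fluorescence; higher fluorescence means more inhibition of phage lysis; actives were called in the ten point dose series up to 300 µM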
# RSV CPE inhibition – RSV antiviral activity via CPE protection, HEp-2 cells, primary 10 µM value included (AID 2391); one-dose CPE inhibition, % at 10 µM; IC50 in µM for titrated hits; HEp-2 cells, RSV-induced CPE inhibition; higher % means a stronger effect; 310,000 tested, 0.13% active; in the data active means a potency from the dose series; inconclusive means CPE inhibition mostly from about 23% at the one dose, without a potency; inactive means the rest, 99 in 100 with CPE inhibition below about 21%; further: strong numbers were not always called active
# AID2073 – inhibitors of Mint1-CaV2.2 protein interaction, biochemical, HTRF (AID 2073) | Voltage-dependent N-type calcium channel subunit alpha-1B (Homo sapiens) | HTRF protein-protein interaction, Mint1-CaV2.2; higher % means a stronger effect | inhibition, % at 20 µM; hits with a dose series show IC50 in µM | 290,000 tested, 0.19% active; in the data active means inhibition mostly above about 51%, no sharp cut-off; inconclusive means no clear call, values can overlap the other calls; inactive means mostly below about 53%; further: some results filed as inactive read as strong as hits
# Autophagy mod – autophagy modulators in MEF cells, primary screen, imaging, high-content, MEF GFP-LC3. MEF GFP-LC3 puncta imaging; test concentration mostly 10 µM. calls only at 10 µM (by protocol). 190,000 tested, 0.98% active. AID 463193, 2010;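 active means percentage of spot-positive cells more than 3 SD above its plate mean, without a fluorescence outlier flag or 80% toxicity; inconclusive means no clear call, values can overlap the other calls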;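 further: spot-positive cell cutoff set from DMSO-treated cells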
# NTR1 agonist – agonists of NTR1, primary screen, imaging, U2OS cells, beta-arrestin-GFP, high content (AID 493036); Neurotensin receptor type 1 (Homo sapiens), P30989; NTR1-U2OS beta-arrestin-GFP spot imaging, agonist mode; activation, % at 20 µM; 330,000 tested, 0.17% active;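 active means activation at or above 40% of the spot to cytoplasm intensity ratio, with at least 20 cells analyzed; inconclusive means wells under 20 cells, flagged as cytotoxic or low count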;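 further: 0% = DMSO without peptide and 100% = 100 nM NTR1 peptide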
# Target sequence (P30989 whole entry, looked up): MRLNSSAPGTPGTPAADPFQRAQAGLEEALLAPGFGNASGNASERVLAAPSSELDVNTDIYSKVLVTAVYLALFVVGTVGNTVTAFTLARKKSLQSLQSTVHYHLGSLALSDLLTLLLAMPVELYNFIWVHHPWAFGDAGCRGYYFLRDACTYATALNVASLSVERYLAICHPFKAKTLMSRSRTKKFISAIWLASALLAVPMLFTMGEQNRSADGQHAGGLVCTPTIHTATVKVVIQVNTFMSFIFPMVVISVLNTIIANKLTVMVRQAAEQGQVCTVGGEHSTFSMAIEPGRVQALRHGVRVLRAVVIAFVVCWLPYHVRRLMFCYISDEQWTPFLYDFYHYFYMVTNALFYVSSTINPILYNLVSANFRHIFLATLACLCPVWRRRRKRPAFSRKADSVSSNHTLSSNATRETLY
# WT yeast gro inh mutant strain – also measured in WT yeast gro inh; calls as there; inhibition, %; mitochondrial fusion phenotypic screen, mutant strain inhibition
# Autophagy mod cell loss 18 h – recorded beside Autophagy mod, whose call it bears; toxicity, %; measured here: cell loss, nuclei count;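 cell loss after 18 h compound exposure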
# NTR1 agonist cell count 20 µM – recorded beside NTR1 agonist, whose call it bears; cell count; measured here: cell count, cytotoxicity flag
# NS5 inhibitors pilot replicate – further read-out of NS5 inhibitors, marked with its call; inhibition, %; measured here: pilot screen replicate inhibition
# Starred values were filed as active, the others as inactive; i = inactive; ? = inconclusive; . = no result given; + = active, no number; [ ] = dose if it differs, or a comment.
SMILES,LYP inhibition,WT yeast gro inh,WT yeast gro inh mutant strain,NS5 inhibitors,GPR35 arrestin U2OS,K1F lysis inhibition,RSV CPE inhibition,AID2073,Autophagy mod,Autophagy mod cell loss 18 h,NTR1 agonist,NTR1 agonist cell count 20 µM,others
Cc1nc2cc(S(=O)(=O)C(F)(F)F)ccc2s1,-4%,3,-2,-7%,12%,0.3%,1.7%,-6%,i,-8,-1.8,66,
COC(=O)c1ccccc1NC(=O)CSc1ncn[nH]1,-3%,.,.,7%,-4%,0.2%,0.9%,5%,.,.,1.4,60,
CCc1nnc(NC(=O)CCC(=O)NC2CCCCCC2)s1,-14%,.,.,-9%,-2%,4.0%,0.1%,17%,.,.,-0.1,69,
O=C(NC1CCCC1)c1ccc(COCC(F)(F)C(F)F)o1,-3%,8,3,-10%,8%,-0.7%,0.2%,11%,i,-2,2.2,75,
COc1cc(/C=C(/Sc2nnc(-c3ccc(F)cc3)o2)C(=O)O)ccc1OC(F)F,1%,12,1,-7%,-5%,-1.0%,0.5%,-1%,i,-10,2.9,48,
CCN(CC)CCNC(=O)C1(O)c2cc(Br)ccc2NC(=O)N1c1ccccc1 (centres undefined),-8%,.,.,-5%,-4%,0.2%,0.2%,6%,.,.,-1.9,74,
Cc1cc(Nc2ccccc2)n(CCO)n1,-4%,47,-1,-8%,6%,0.1%,0.3%,-3%,i,4,0.3,71,
O=C(CCc1nc2ccccc2s1)OCc1ccccc1F,-8%,-4,0,3%,3%,1.1%,2.5%,10%,i,1,1.3,56,
O=C(COC(=O)c1cccc2ccccc12)Nc1ncc(C(F)(F)F)cc1Cl,-6%,2,2,-3%,-4%,0.0%,2.8%,1%,i,-7,-0.7,77,
COc1cc(/C=N/S(=O)(=O)CCc2ccccc2)ccc1O,-7%,3,4,-1%,-3%,1.1%,1.1%,4%,i,5,0.1,52,
COc1ccc(NC(=O)c2ccc(-n3cccn3)nc2)cc1,-2%,-7,-13,0%,2%,0.5%,1.1%,30%,i,-9,-1.6,107,NS5 inhibitors pilot replicate=2.9
COc1ccccc1S(=O)(=O)Cc1ccc(C(=O)NCCN(C)C)o1,.,15,6,-4%,.,7.5%,1.3%,.,i,8,0.6,45,
O=C(CN(C1CCCCC1)S(=O)(=O)c1ccc(Cl)cc1)NCc1ccncc1,-8%,11,5,0%,1%,4.6%,2.5%,1%,i,8,0.6,44,
Cn1c2c(c(O)c(-c3ccccc3)c1=O)C(=O)CC(C)(C)C2,-4%,-11,-12,-4%,-6%,2.1%[50 µM],0.5%,5%,i,-2,0.7,55,
COc1ccc([C@@]2(O)c3c(ccc(CC=C(C)C)c3O)NC(=O)[C@@H]2OC)cc1,1%,.,.,-5%,0%,-0.1%,.,-2%,.,.,1.1,92,
O=C(Nc1ccccn1)c1ccc(C(=O)c2ccccc2)cc1,.,.,.,2%,.,0.9%[50 µM],14%,.,.,.,0.1,57,
CCN(CC)CCOC(=O)c1c(C)oc2ccc(OC)cc12,-2%,12,0,-2%,5%,5.3%,-2.0%,18%,i,-7,-0.1,63,
Cc1ccc(C(=O)Nc2ccc(Nc3ccccc3)cc2)c(Cl)c1,-10%,.,.,-7%,4%,4.9%,0.1%,-1%,.,.,3.8,63,
CCc1nnc(NC(=O)/C=C/c2ccc(C)o2)s1,-4%,1,1,-5%,-2%,1.3%[50 µM],1.9%,6%,i,1,1.8,75,
Cc1ccc(N(CC#N)C(=O)CS(=O)(=O)c2cccc([N+](=O)[O-])c2)cc1,-4%,.,.,-6%,-2%,0.1%,1.3%,-3%,.,.,0.8,49,
CCOc1ccc(C(=S)N2CCCC2)cc1,-7%,15,7,0%,0%,0.1%,0.9%,3%,i,29,-1.0,95,
COC(=O)Cn1c(=NC(=O)c2ccc(OC)cc2)sc2cc(OC)ccc21,-4%,-4,-6,2%,-3%,4.5%,1.4%,42%,i,-8,1.7,66,
O=C(NC1CC1)c1ccc2c(c1)N(Cc1ccccc1)CCS2,-15%,.,.,-6%,-12%,1.6%,3.4%,20%,.,.,-0.3,49,
COc1ccc(N2CCN(C(=O)Cc3ccc(OC)c(OC)c3)CC2)cc1,-3%,.,.,.,8%,0.7%,14%,-1%,.,.,0.3,74,
O=C(CCn1c(=O)c2ccccc2n(Cc2ccccc2)c1=O)NC1CCN(Cc2ccccc2)CC1,-6%,.,.,-7%,16%,1.2%[50 µM],-0.9%,16%,.,.,2.1,55,
CN(CC(=O)NCc1ccncc1)S(=O)(=O)c1ccc(Cl)cc1,-3%,-10,-9,-9%,-2%,-0.6%,0.0%,-8%,i,-2,-0.2,34,
COc1ccc(C(=O)N2CCN(c3cccc(Cl)c3)CC2)cc1S(=O)(=O)NC1CC1,.,.,.,-3%,.,-0.1%[50 µM],-0.2%,.,.,.,-1.7,57,
S=C1NCN(C2CCCCC2)CN1Cc1ccccc1,-8%,3,-8,-1%,9%,1.9%[50 µM],0.3%,-1%,i,-4,0.1,50,
Cc1cc2c(nc1C)CCCN2C[C@@H](C)O/N=C1/[C@H]2CCn3c(=O)n(-c4ccccc4)c(=O)n3[C@H]2[C@H](O)[C@@H]2O[C@H]12,-3%,-9,-6,.,-8%,.,3.1%,7%,i,14,1.1,72,
COc1ccc(/C=N/Nc2ccccn2)c(OC)c1OC,6%,-13,12,-3%,-2%,1.2%,-0.5%,-6%,i,-9,0.8,65,
C#CCNC(=O)C1=C[C@H](c2ccc(C#C)cc2)C[C@H](OCc2ccc(CO)cc2)O1,.,.,.,-6%,.,0.1%,1.4%,.,.,.,-1.1,83,
Cc1cccc(OCC(=O)Nc2cc(Cl)ccc2-n2cncn2)c1C,.,.,.,-12%,.,1.3%[50 µM],-0.9%,.,.,.,4.8,75,
O=C(NC1(O)C(=O)c2ccccc2C1=O)c1ccc(C(F)(F)F)cc1,-8%,.,.,.,0%,.,0.3%,6%,.,.,0.5,46,
CNc1c(NS(=O)(=O)c2cc(OC)ccc2OC)c(=O)oc2ccccc12,-7%,.,.,2%,4%,0.0%,-0.4%,5%,.,.,-2.0,60,
O=C(/C=C/c1cccs1)N1CCN(c2ccc(O)cc2)CC1,5%,-6,-1,4%,2%,1.7%,-3.2%,-25%,i,25,1.0,42,
O=C(CCSCCC(=O)NCc1ccccc1)NCc1ccccc1,-5%,-7,-4,5%,1%,-0.2%,0.8%,0%,i,0,-0.7,63,
Cc1ccccc1CC(=O)NCc1cccnc1,-13%,.,.,5%,-4%,0.3%,1.3%,-4%,.,.,2.0,56,
N#CC(c1ccc(Cl)cc1)c1ccc(Cl)nn1 (centres undefined),-8%,-14,12,-5%,14%,1.6%,1.6%,0%,i,-3,3.8,60,
Cc1cc(N/C=C/C(=O)c2cccs2)ccc1F,2%,-16,2,-10%,-10%,0.3%,0.0%,9%,i,6,1.7,46,
CC(C)Oc1c(N2CCOCC2)c(=O)c1=O,-3%,.,.,5%,-9%,-0.7%,0.2%,-2%,.,.,0.3,39,
COC(CNC(=O)c1ccc2c(c1)nc(C)n2-c1cccc(C)c1)OC,-7%,.,.,0%,0%,0.0%,2.0%,9%,.,.,0.4,58,
Cc1ccc(NC(=O)C2CCCN2S(=O)(=O)c2ccc(F)cc2)c(C)c1 (centres undefined),-2%,43,17,2%,-7%,2.9%,1.3%,7%,i,-4,1.2,58,
C=CCNC(=O)c1cccc(NS(=O)(=O)c2ccc(Cl)cc2)c1,-6%,3,4,-5%,-4%,0.2%,2.5%,-5%,i,-33,0.1,36,
Cc1ccc(NC(=O)CCn2c(=O)c3cccn3c3ccccc32)c(C)c1,-5%,.,.,-1%,5%,0.3%,21%,-4%,.,.,1.2,75,
COC(=O)C1=C(C)N(Cc2ccccc2)C(=NCc2cccc(C(F)(F)F)c2)N[C@H]1c1cccc(F)c1,-12%,.,.,-5%,-5%,-9.2%,-3.2%,22%,.,.,35,23,
Cc1cc(C)cc(OCC(=O)OCC(=O)NCCC2=CCCCC2)c1,-4%,-18,-20,-7%,-3%,-0.4%[50 µM],1.1%,2%,i,-3,0.2,57,
O=C(O)c1cccc(-c2nc3ccccc3[nH]2)c1,-4%,-1,2,-4%,6%,-0.6%,0.8%,16%,i,10,-1.0,54,
CC(NC(=O)c1cccs1)c1ccc(Br)cc1 (centres undefined),.,.,.,-1%,.,0.5%,1.7%,.,.,.,-0.2,40,
COc1ccc(C=Nc2cccnc2N)cc1,1%,.,.,?,1%,0.2%,0.7%,25%,.,.,0.6,48,
O=C1CCC(CCC(=O)N2CCCC(C(=O)c3cccc(C(F)(F)F)c3)C2)=NN1 (centres undefined),-9%,0,10,13%,11%,-0.2%,2.1%,-7%,i,-43,-0.9,70,
CCC(C)NC(=O)c1ccccc1NC(=O)COc1ccc(OC)cc1 (centres undefined),4%,6,20,-2%,-2%,6.5%,.,0%,i,17,0.3,63,
COc1ccc(NC(=O)c2sc3nc(C)cc(C)c3c2N)cc1,3%,.,.,-7%,2%,0.3%,2.8%,10%,.,.,4.0,46,
Cc1ccnc(OC(C(=O)O)C(OCCc2ccccc2)(c2ccccc2)c2ccccc2)n1 (centres undefined),3%,.,.,10%,24%,0.4%,8.2%,9%,.,.,1.4,71,
CCC(C)n1c(SCc2ccccc2)nc2ccsc2c1=O (centres undefined),-8%,65*,13*,4%,-14%,0.1%,14%,1%,i,20,10,63,
Cn1c(=O)c(Nc2ccc(Cl)cc2)c2c3c(cccc31)C(=O)c1ccccc1-2,9%,19,5,.,37%,.,-0.5%,31%,+,-38*,-1.5,24,
O=C(CSc1nnc(-c2ccccc2O)o1)N1CCCCC1,-8%,.,.,-2%,4%,0.1%,0.5%,-1%,.,.,0.5,48,
CCOC(=O)N1CCN(C(=O)CSc2nc3c(cnn3-c3ccc(Cl)cc3)c(=O)[nH]2)CC1,-2%,-8,-4,-3%,2%,-0.2%,2.4%,14%,i,-10,4.1,44,

# Assay outcomes (PubChem)
